inhibitors of VEEV: inhibitors of VEEV TC-83 cytopathic effect, confirmation, Vero cells (AID 588727); 0.13% of 350,000 active; inhibition, % at 20 µM, or IC50 in µM where a hit was titrated; Vero cells, VEEV TC-83 cytopathic effect inhibition; higher % means a stronger effect; in the data active = a potency from the dose series; inconclusive = inhibition mostly from about 14% at the one dose, without a potency; inactive = the rest, 99 in 100 with inhibition below about 12%; also: strong numbers were not always called active
influenza NS1A: H1N1 influenza NS1A inhibitors, functional cell based assay (AID 504329); 0.3% of 340,000 active; one-dose inhibition, % at 12.5 µM; IC50 in µM for titrated hits; NS1A functional cell-based assay, percent inhibition; higher % means a stronger effect; in the data active = a potency from the dose series; inconclusive = inhibition above about 27% without an active follow-up result; also: strong numbers were not always called active
PhoP GFP inhibition: PhoP regulon inhibitors, Salmonella typhi PhoP promoter GFP reporter, confirmatory (AID 1850); Salmonella Typhi PhoP-promoter GFP reporter, fluorescence, 4 h; higher % means a stronger effect; inhibition, % at 50 µM; hits with a dose series show IC50 in µM; 0.33% of 310,000 active; in the data active = a potency from the dose series; inconclusive = inhibition mostly from about 25% at the one dose, without a potency; inactive = the rest, 99 in 100 with inhibition below about 19%;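 also: 0% = induced wells with vehicle and 100% = uninduced wells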
M. tuberculosis: growth inhibition of non-replicating M. tuberculosis (AID 488890). Mycobacterium tuberculosis non-replicating, growth inhibition; higher % means a stronger effect. inhibition, % at 25 µM, or IC50 in µM where a hit was titrated. 0.39% of 320,000 active; in the data active = a potency from the dose series; inconclusive = inhibition mostly from about 82% at the one dose, without a potency; inactive = the rest, 99 in 100 with inhibition below about 76%;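 also: plate controls were DMSO cells for no effect and high antibiotic wells for full effect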
H37Rv inhibition: M. tuberculosis growth inhibition, HTS (AID 449762). M. tuberculosis H37Rv growth inhibition, 7H9 media; higher % means a stronger effect. one-dose inhibition, % at 25 µM; IC50 in µM for titrated hits. 0.59% of 330,000 active; in the data active = a potency from the dose series; inconclusive = inhibition above about 70% without an active follow-up result;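 also: bacterial growth assessed after seven days of incubation; strong numbers were not always called active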
inhibitors of VEEV 10K pilot screen: second read-out of inhibitors of VEEV, no call of its own (marks repeat the call); inhibition, %; measured here: 10K pilot screen inhibition
Active calls of the source: *; i = inactive; u = inconclusive; x = not tested or not shown.

SMILES	inhibitors of VEEV	influenza NS1A	PhoP GFP inhibition	M. tuberculosis	H37Rv inhibition	others
COc1ccccc1N(C(=O)Cn1nnc(-c2ccc(C)o2)n1)C(C(=O)NC1CCCC1)c1ccncc1 (stereo not drawn)	1.1%	0%	0%	0%	6%
COc1ccc(/C=N/N=C2\SCC(=O)N2c2c(C)n(C)n(-c3ccccc3)c2=O)cc1OC	11%	-3%	4%	-6%	0%
Cc1cccc(NC(=O)CNC(=O)COc2ccc(-c3ccc(C#N)cc3)cc2)c1C	i	8%	-7%	-13%	-2%
CC(C)(C)c1ccc(OCC(=O)Nc2cccc(S(=O)(=O)NC3=NCCCCC3)c2)cc1	0.6%	-10%	x	20%	-10%
COc1ccc(OCC(=O)OCCN2C(=O)c3ccccc3C2=O)cc1	0.0%	1%	-3%	40%	5%
CCC(C)(C)n1nnnc1C(CC(C)C)N1CCC(C(N)=O)CC1 (stereo not drawn)	1.0%	2%	-1%	-10%	0%
Cc1cccc(OCC(=O)Nc2nnc(-c3ccco3)s2)c1	0.6%	9%	6%	-14%	-3%
Cc1cc(C(=O)OCC(=O)NC(=O)NC(C)(C)C)c(C)o1	1.3%	-16%	-7%	-7%	-2%
O=c1c2ccccc2nc(COc2ccccc2)n1/N=C/c1c[nH]c2ccccc12	0.3%	-8%	-4%	-8%	-3%
Cc1cc(C(=O)OCC(=O)Nc2ccccc2F)c(C)o1	0.9%	5%	-1%	61%	0%

Random excerpt: 5 compounds from above.
SMILES	inhibitors of VEEV	influenza NS1A	PhoP GFP inhibition	M. tuberculosis	H37Rv inhibition	others
COc1ccc(/C=N/N=C2\SCC(=O)N2c2c(C)n(C)n(-c3ccccc3)c2=O)cc1OC	11%	-3%	4%	-6%	0%
COc1ccc(OCC(=O)OCCN2C(=O)c3ccccc3C2=O)cc1	0.0%	1%	-3%	40%	5%
Cc1cccc(NC(=O)CNC(=O)COc2ccc(-c3ccc(C#N)cc3)cc2)c1C	i	8%	-7%	-13%	-2%
O=c1c2ccccc2nc(COc2ccccc2)n1/N=C/c1c[nH]c2ccccc12	0.3%	-8%	-4%	-8%	-3%
Cc1cccc(OCC(=O)Nc2nnc(-c3ccco3)s2)c1	0.6%	9%	6%	-14%	-3%

Remaining list, next part:
SMILES	inhibitors of VEEV	influenza NS1A	PhoP GFP inhibition	M. tuberculosis	H37Rv inhibition	others
NC(=O)C[n+]1cccc(C(=O)Nc2ccccc2)c1	1.0%	0%	-3%	2%	4%
COCC(=O)OCn1nnc2ccccc2c1=O	3.0%	2%	3%	-11%	-5%
COc1ccc(N/C=C(\C2OC(=O)c3ccccc32)[N+](=O)[O-])cc1 (stereo not drawn)	1.8%	4%	-17%	5%	96%
O=C(Nc1ccc2nc3n(c(=O)c2c1)CCCCC3)C(=O)N1CCN(c2ccccc2)CC1	2.0%	4%	-4%	-12%	1%	inhibitors of VEEV 10K pilot screen=1.8
COc1cc(/C=C2\C(=O)NN(c3ccccc3)C2=O)ccc1OCC(N)=O	x	x	-1%	5%	1%
Cc1cc2cc(OCc3ccccc3)ccc2n1C	0.9%	-20%	-9%	45%	7%
O=C(c1cccc(S(=O)(=O)NCc2ccccc2)c1)N1CCN(c2ccccc2Cl)CC1	5.0%	-1%	x	x	x
CCN1CCN(c2nc3sc4c(c3c3ncnn23)CC(C)CC4)CC1 (stereo not drawn)	1.4%	12%	6%	u	u
O=C(Cc1ccc([N+](=O)[O-])cc1)Nc1ccc(Br)cn1	i	-20%	10%	x	1%
CC(=O)Nc1ccc(NC(=O)COc2ccc(Cl)cc2Cl)cc1	0.1%	2%	-10%	9%	-1%
O=C(/C=C/c1ccc(F)cc1)N1CC[C@@]2(O)CCCC[C@H]2C1	i	9%	7%	7%	2%
Cc1noc(C)c1NC(=O)N(C)C[C@@H]1Oc2c(NC(=O)c3ccncc3)cccc2C(=O)N([C@H](C)CO)C[C@@H]1C	2.0%	1%	x	62%	1%
O=C1/C(=C/c2cccnc2)Oc2cc(OS(=O)(=O)c3ccc(Cl)cc3)ccc21	i	9%	6%	17%	6%
Cc1cc(C)n2cc(COc3ccc4ccccc4c3)nc2n1	1.3%	-7%	-6%	-5%	1%
O=C(NCC1CCCO1)C1CCN(S(=O)(=O)c2cccnc2)CC1 (stereo not drawn)	0.2%	-2%	6%	-3%	4%
O=C(NCC1CCCO1)C(=O)N/N=C/c1ccc(O)c(Cl)c1 (stereo not drawn)	2.5%	11%	21%	2%	-6%
CCc1ccccc1N1CC23C=CC(O2)C(C(=O)O)C3C1=O (stereo not drawn)	i	8%	-10%	-22%	-8%
COc1ccc(C(=O)c2nccc3cc(OC)c(OC)cc23)cc1OC	0.2%	-8%	x	64%	-3%
C[C@@H]1CN([C@H](C)CO)C(=O)Cc2cc(NS(=O)(=O)c3ccc(F)cc3)ccc2O[C@H]1CN(C)Cc1ccc(C(=O)O)cc1	0.3%	9%	x	1%	-1%
CC(=O)NS(=O)(=O)c1ccc(NC(=O)CCc2ccccc2)cc1	0.3%	-2%	-3%	-26%	4%
CN1c2ccccc2C(C)(C)C12C=Cc1cc(O)ccc1O2 (stereo not drawn)	i	17%	5%	25%	2%
CC1CC(C)CN(S(=O)(=O)N2CCCC(C(=O)NC3CCCCC3C)C2)C1 (stereo not drawn)	0.6%	1%	3%	-20%	6%
CC(C)CNC(=O)c1cccc(Cn2cc(Cl)cn2)c1	1.0%	5%	0%	39%	-2%	inhibitors of VEEV 10K pilot screen=0.3
COc1ccc(CC(=O)N/N=C/c2cccnc2)cc1OC	i	-1%	-6%	0%	-1%
CCC(C)c1ccccc1NC(=O)COC(=O)c1ccc2c(c1)S(=O)(=O)c1ccccc1C2=O (stereo not drawn)	1.5%	2%	-11%	17%	-1%
O=C(Nc1cscc1S(=O)(=O)c1ccc(Cl)cc1)c1ccccc1Cl	3.4%	x	-11%	4%	8%
COc1ccc(C(=O)N(CCc2ccccc2)Cc2cccs2)c(OC)c1	4.6%	7%	8%	10%	8%
CC(=O)NC(CCS(C)(=O)=O)C(=O)Nc1ccc(Oc2ccccc2)cc1 (stereo not drawn)	2.2%	1%	1%	0%	-7%
COc1ccccc1CNC(=O)C1CC(c2ccccc2C(F)(F)F)=NO1 (stereo not drawn)	0.2%	-5%	7%	25%	-8%
COc1ccc(/C=N\NC(=O)c2ccc([N+](=O)[O-])cc2)cc1COc1c(F)c(F)cc(F)c1F	1.8%	-13%	0%	33%	0%
N=c1n(CCN2CCCCC2)c2ccccc2n1CC(O)c1cccc(Br)c1 (stereo not drawn)	u	-6%	3%	50%	7%
Cc1nn(C)c(C)c1S(=O)(=O)N(CC(=O)NCc1ccco1)c1ccc(C(C)C)cc1	x	x	-9%	x	-4%
O=C(COC(=O)CCC1CCCC1)Nc1ccccc1Br	0.3%	-10%	x	54%	4%
C[C@H](OC(=O)c1[nH]cnc1C(=O)N1CCN(C(=O)OC(C)(C)C)CC1)c1ccccc1	i	-8%	x	13%	4%	inhibitors of VEEV 10K pilot screen=0.2
Cc1cc(C)cc(OCCNC(=O)C(C)N2C(=O)c3ccccc3C2=O)c1 (stereo not drawn)	1.1%	-2%	4%	-21%	-5%
O=C(O)C1CSC(c2ccncc2)N1 (stereo not drawn)	6.6%	-8%	12%	-8%	-6%
COc1ccc(-c2ccc(SCC(=O)c3ccccc3)nn2)cc1OC	11%	-8%	5%	22%	-1%
CCOC(=O)c1cnc(SCc2cccc(C)c2)nc1N	5.9%	12%	-14%	70%	7%
COC(=O)C1=C(C)N(CCc2c[nH]c3ccccc23)C(=O)/C1=C\N(C)C	2.4%	11%	-6%	-12%	-3%
CC(C)Cc1ccc(C(=O)NCc2ccc3c(c2)OCO3)o1	0.2%	-1%	-4%	u	11%
c1cncc(C2CCCCN2Cc2ccc3c(c2)OCO3)c1 (stereo not drawn)	0.9%	-8%	-6%	1%	3%
Cc1noc(C)c1S(=O)(=O)Nc1ccc(C(=O)N2CCN(c3ccc(F)cc3)CC2)cc1	1.0%	1%	1%	-6%	-4%
Cc1cc(OCC(=O)N2C[C@H]3C[C@@H](C2)c2cccc(=O)n2C3)c2c(C)c(C)c(=O)oc2c1	1.3%	4%	14%	-10%	-2%
Cc1ccc(S(=O)(=O)N2CCOC23CCN(C(=O)C(=O)NCc2ccccc2)CC3)cc1	i	-1%	5%	2%	8%
CN=Cc1cc(-c2ccccc2)sc1O	0.1%	11%	-9%	-5%	-8%
CC(=O)c1c(C)nc(-c2ccccc2)nc1NC(=O)Cc1ccccc1	5.3%	7%	2%	6%	3%
Cc1onc(-c2ccccc2)c1C(=O)NCc1ccc(Cl)cc1	7.2%	17%	5%	-5%	1%
Cc1ccc(-c2nc(Nc3ccc(O)cc3)c3ccccc3n2)cc1	4.5%	19%	-1%	28%	63%
Cc1onc(-c2ccccc2)c1C(=O)Nc1ccnn1C1CCCCC1	6.5%	4%	5%	-5%	-2%
Cc1ccc(-c2csc(NC(=O)C3CCN(S(=O)(=O)c4cccs4)CC3)n2)cc1	i	-2%	1%	19%	-9%
Following part.
SMILES	inhibitors of VEEV	influenza NS1A	PhoP GFP inhibition	M. tuberculosis	H37Rv inhibition	others
CCOC(=O)C1CCN(/C=C2\C(=O)NC(=S)N(CC)C2=O)CC1	0.8%	2%	-4%	-13%	14%	inhibitors of VEEV 10K pilot screen=0.1
CCOc1ccc(C(=O)OC(C)CN2CCN(C)CC2)cc1 (stereo not drawn)	1.1%	16%	3%	-9%	-2%
O=C(C/C=N/OCc1ccc(Cl)cc1Cl)c1ccccc1	i	-11%	2%	9%	-9%
Cc1nc(N2CCCCC2)c2c(C)c(C(=O)Nc3ccccc3C(F)(F)F)sc2n1	0.2%	-9%	-2%	74%	56%
O=S(=O)(Cc1ccccc1)Nc1ccc(S(=O)(=O)N2CCCC2)cc1	0.8%	-3%	1%	5%	-7%
COC(=O)C1=C(C(=O)OC)C(c2ccccc2O)c2sc(=O)[nH]c2S1 (stereo not drawn)	0.4%	18%	2%	32%	10%
O=C(O)C1CCCCC1C(=O)NCCc1ccccc1 (stereo not drawn)	1.8%	2%	-11%	-5%	-10%
Cc1cc(NC(=O)C(=O)NCc2cccc(Cl)c2)no1	0.1%	7%	9%	16%	-8%
Cc1ccc(/C=C/C(=O)Nc2ccc(S(=O)(=O)Nc3onc(C)c3C)cc2)cc1	1.8%	12%	20%	46%	-5%
Cc1ccc(C(=O)OCC(=O)NCc2cccs2)cc1C	i	2%	2%	4%	-3%

Structural class, those above with bromine
SMILES	inhibitors of VEEV	influenza NS1A	PhoP GFP inhibition	M. tuberculosis	H37Rv inhibition	others
O=C(Cc1ccc([N+](=O)[O-])cc1)Nc1ccc(Br)cn1	i	-20%	10%	x	1%
N=c1n(CCN2CCCCC2)c2ccccc2n1CC(O)c1cccc(Br)c1 (stereo not drawn)	u	-6%	3%	50%	7%
O=C(COC(=O)CCC1CCCC1)Nc1ccccc1Br	0.3%	-10%	x	54%	4%

Further structures follow:
SMILES	inhibitors of VEEV	influenza NS1A	PhoP GFP inhibition	M. tuberculosis	H37Rv inhibition	others
COc1ccccc1NS(=O)(=O)c1ccc(C(=O)N2CCN(c3ccccc3O)CC2)cc1	10%	0%	3%	13%	39%
CCOc1cc(C(=O)OCC(=O)c2c(C)[nH]c3ccccc23)ccc1OCC(=O)N1CCOCC1	i	10%	-5%	16%	-8%
Nc1nc(Sc2ccc(C(F)(F)F)cn2)n[nH]1	0.9%	11%	-2%	-7%	8%
CN(Cc1ccccc1)C(=O)COc1ccc(Br)cc1Cl	2.4%	-8%	2%	44%	3%
CC(/C=N/NC(=O)Cn1cnc2ccccc21)=C\c1ccccc1	0.4%	4%	5%	16%	7%
CC(=O)N1CCN(C(=O)CNc2cc(C(F)(F)F)ccc2OCC(F)(F)F)CC1	1.5%	0%	7%	-5%	-8%
COc1cccc(C(=O)Nc2c[nH]c(=O)[nH]c2=O)c1	0.6%	-6%	9%	-12%	-9%
N#Cc1cccc(NC(=O)COc2ccc(-n3ccnc3)cc2)c1	3.9%	-8%	10%	20%	4%
Cc1nnc2ccc(Oc3ccc(-c4ccccc4)cc3)nn12	i	-1%	0%	43%	68%
C/C(=N\Nc1ncc(Cl)cc1Cl)c1ccc(OC(F)F)cc1	0.3%	-10%	-6%	x	-2%
COc1ccc(/C=N/NC(=O)c2ccc3nc[nH]c3c2)cc1	1.7%	x	9%	-4%	-4%
O=C(/C=C/c1cccs1)Nc1ccc([N+](=O)[O-])cc1	9.1%	-4%	15%	24%	57%
O=C1NC(=S)S/C1=C\c1cc(Cl)ccc1Cl	4.4%	2%	x	x	x
CCSC1=N/C(=C\c2ccc(OC)cc2)C(=O)N1	3.0%	-3%	-4%	u	-4%
CCCc1cc(=O)oc2cc(C)cc(OCC(=O)NC(Cc3c[nH]c4ccc(O)cc34)C(=O)O)c12 (stereo not drawn)	3.2%	-3%	13%	-8%	-10%
CCCCc1c(C)nc2ccccc2c1SCCC#N	5.4%	-7%	-10%	45%	6%
